# Source: PubChem
# Abeta rescue – compounds reversing amyloid beta toxicity in yeast | Potency, µM (titrated, usually from 46.1 µM), for the others: top-dose growth rescue, usual class: activators | hit rate 0.063% among 410,000 | yeast expressing A-beta42, growth rescue, OD600, 48 h; response scale: 0% DMSO, 100% iron-clioquinol control | AID 1347071; further: potency means the concentration at half of the fitted maximal effect; nearly all actives have a fitted effect of over 55% in size
#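 Yeast growth medium received pinned compounds, then yeast cells expressing toxic A-beta were added; plates incubated at 30 C for 48 hr. Growth read as absorbance at 600 nm, normalized to DMSO and equimolar FeCl3 plus clioquinol controls.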
# WRN inhibitor – blocks human WRN helicase; Q14191; WRN helicase unwinding, fluorescent forked duplex, kinetic; Potency, µM (top dose mostly 114 µM), for the others: at the highest dose activity change, negative = inhibition, hits mostly inhibitors; hit rate 0.46% among 360,000; AID 651768; further: potency means the concentration at half of the fitted maximal effect; on the % scale 0 is the no-effect control and ±100 the full control effect; nearly all actives have a fitted effect of over 55% in size
#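 WRN at 20 nM final preincubated with compound 15 min at room temperature; reaction started with 100 nM fluorophore/quencher forked duplex oligonucleotide and 2 mM ATP final. Unwinding followed kinetically by red fluorescence (ex 525, em 598 nm).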
# FUS yeast rescue – rescues growth of FUS-expressing yeast; AID 1347120; hit rate 0.24% among 390,000; Potency, µM (titrated, usually from 76.6 µM), for the others: top-dose growth rescue (activation), hits mostly activators; S. cerevisiae FUS-expressing, growth rescue, OD600, 24 h;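 further: potency means the concentration at half of the fitted maximal effect; plate controls were DMSO vehicle for no effect and reference control for full effect; nearly all actives have a fitted effect of over 55% in size; some results filed as inactive show a strong effect at the top dose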
#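 FUS-expressing yeast, raffinose-pregrown, induced in 2% galactose minimal medium at OD 0.005; compounds in a dilution series, 24hr at 30C. Growth restoration read as absorbance at 600 nm. CP55940 positive control, DMSO negative.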
# PLK1 PBD block – blocks phosphopeptide binding to human PLK1 polo-box domain | P53350 | Plk1 PBD binding of FITC phosphopeptide, fluorescence polarization | Potency, µM, without a hit: max response, negative = inhibition, usual class: inhibitors | hit rate 2.8% among 360,000 | AID 720504; further: potency means the concentration at half of the fitted maximal effect; series mostly up to about 57 µM; on the % scale 0 is the no-effect control and ±100 the full control effect; nearly all actives have a fitted effect of over 65% in size
# Target sequence (P53350 whole entry, looked up, the tested form may be a part): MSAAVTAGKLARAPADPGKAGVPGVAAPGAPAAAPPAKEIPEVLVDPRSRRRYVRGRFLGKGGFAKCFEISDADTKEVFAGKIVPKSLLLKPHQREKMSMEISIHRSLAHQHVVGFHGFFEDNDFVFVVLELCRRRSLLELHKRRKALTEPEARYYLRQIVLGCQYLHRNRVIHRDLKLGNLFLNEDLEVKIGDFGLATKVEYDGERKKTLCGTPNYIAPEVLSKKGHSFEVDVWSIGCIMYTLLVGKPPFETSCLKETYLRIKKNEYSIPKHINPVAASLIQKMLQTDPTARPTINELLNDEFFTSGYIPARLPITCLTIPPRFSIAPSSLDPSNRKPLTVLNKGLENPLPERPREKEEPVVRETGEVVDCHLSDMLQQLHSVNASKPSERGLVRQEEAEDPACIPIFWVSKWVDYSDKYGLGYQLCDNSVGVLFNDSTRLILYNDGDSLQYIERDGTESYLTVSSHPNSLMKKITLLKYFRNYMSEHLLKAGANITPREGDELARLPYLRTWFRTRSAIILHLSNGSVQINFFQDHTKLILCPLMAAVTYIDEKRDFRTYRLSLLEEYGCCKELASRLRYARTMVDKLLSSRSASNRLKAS
# IL-2 act – IL-2 activation; hit rate 0.065% among 360,000; activation, % (series mostly up to about 46 µM); IL-2 activation reporter assay, cell-based qHTS; stimulated with anti-CD3/CD4/CD28 beads; in transgenic mouse T cells; in the data active means activation above about 50%; inconclusive means mostly about 30% to 49%; further: 0% is about no effect
#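 EGFP and DsRed fluorescence is measured by plate cytometry in unstimulated transgenic mouse T cells exposed to compound for 60 minutes, then stimulated 18 hours at 37 degrees C with anti-CD3/anti-CD4 beads plus anti-CD28.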
# EPAC1 agonist – EPAC1 (human) agonism; O95398; EPAC1 agonist qHTS, biochemical assay; response scale: 100% = response to 6.5 mM cAMP; Potency, µM (highest dose often 154 µM), for the others: at the highest dose activation, hits mostly activators; hit rate 0.073% among 360,000; AID 720707; further: potency means the concentration at half of the fitted maximal effect; nearly all actives have a fitted effect of over 60% in size
#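 EPAC1 100 nM, Rap1B–BODIPY-GDP 250 nM, unlabeled GDP 50 uM; compound titration; 5 min RT; kinetic read ex480/em540 at 5-min intervals ×30 min; data normalized to 6.5 mM cAMP agonist control.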
# EPAC1 antagonist – EPAC1 (human) antagonism; EPAC1 GEF assay, Rap1b-BODIPY-GDP exchange fluorescence; AID 720709; Potency, µM (doses to about 115 µM), for inactives: at the highest dose activity change, negative = inhibition, most hits filed as inhibitors; hit rate 0.14% among 360,000;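 further: potency means the concentration at half of the fitted maximal effect; plate controls were vehicle for no effect and positive control for full effect; nearly all actives have a fitted effect of over 50% in size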
# PI5P4Ka inh – blocks human PI5P4K alpha kinase activity | max response, % | AID 652105 | PI5P4Kalpha enzyme, ADP-Glo luminescence, 60 min; stronger effect = lower value | hit rate 1.2% among 330,000 | P48426; active means max response of -50% or lower; inconclusive means between -30% and -50%; inactive means -30% or higher; further: value at the top dose of about 77 µM; on the % scale 0 is the no-effect control and ±100 the full control effect
# Target sequence (P48426 whole entry, looked up): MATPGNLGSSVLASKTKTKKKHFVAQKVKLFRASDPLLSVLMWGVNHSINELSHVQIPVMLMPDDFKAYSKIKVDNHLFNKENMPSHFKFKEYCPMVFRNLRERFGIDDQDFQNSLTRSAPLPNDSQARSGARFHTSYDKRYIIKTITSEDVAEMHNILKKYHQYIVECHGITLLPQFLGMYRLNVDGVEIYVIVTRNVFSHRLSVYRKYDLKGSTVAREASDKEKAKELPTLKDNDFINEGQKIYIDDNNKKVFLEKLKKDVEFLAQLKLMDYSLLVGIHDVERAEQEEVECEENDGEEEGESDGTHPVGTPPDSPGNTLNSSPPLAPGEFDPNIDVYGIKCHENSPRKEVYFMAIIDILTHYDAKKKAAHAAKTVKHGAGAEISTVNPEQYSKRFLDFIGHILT
#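 PI5P4Kalpha ADP-Glo assay; 5 microM ATP final; 60 min RT reaction; HEPES pH 7.4/EGTA/CHAPS, 5% DMSO; controls lacking substrate or enzyme; luminescent end-point.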
# The depositor's hits bear a star; ? = inconclusive; · = not tested or not shown; [ ] = remark or other dose. Unless noted, the call rests on the fitted dose curve; in most records, active means well fitted curve in the direction sought with a large enough effect; inconclusive means small, poorly fitted or top-dose-only effect, or another doubt; inactive means no such curve, though single readings can be large; an effect the other way counts as inactive or inconclusive. An unsorted share of the library (roughly 4.1% active in at least one column).
# Start of the listing, in advance (six entries):
SMILES,Abeta rescue,WRN inhibitor,FUS yeast rescue,PLK1 PBD block,IL-2 act,EPAC1 agonist,EPAC1 antagonist,PI5P4Ka inh
CCOC(=O)c1cc(-c2ccccc2)sc1NC(=O)c1ccc(OC)c(OC)c1,-79%[inhibitor],?,11%,4.7µM*,0.0,0%,-23%,?
O=C(NC(=S)Nc1ccc2c(c1)OCCO2)c1cccc(Br)c1,22%,-13%,·,2%,0.0,9%,4%,-3
O=P(O)(O)c1ccccc1OCCOCCOCCOCCOc1ccccc1P(=O)(O)O,10%,-2%,-7%,0%,0.3,-2%,2%,-2
CC(=O)Nc1ccc(S(=O)(=O)NCC(=O)NC(C)c2ccc(S(N)(=O)=O)cc2)cc1 (stereo unspecified),-1%,-8%,21%,-11%,3.3,2%,0%,0
CCCC(=O)Nc1nc(C)c(-c2csc(Nc3cc(OC)ccc3OC)n2)s1,-14%,-13%,38%,-6%,-3.9,-13%,9%,3
COC(=O)C(CC(C)C)NC(=O)c1ccc([N+](=O)[O-])c(C)c1 (stereo unspecified),11%,5%,2%,5%,-0.7,-3%,-7%,2

# The listing, previewed entries included:
SMILES,Abeta rescue,WRN inhibitor,FUS yeast rescue,PLK1 PBD block,IL-2 act,EPAC1 agonist,EPAC1 antagonist,PI5P4Ka inh
CCOC(=O)c1cc(-c2ccccc2)sc1NC(=O)c1ccc(OC)c(OC)c1,-79%[inhibitor],?,11%,4.7µM*,0.0,0%,-23%,?
O=C(NC(=S)Nc1ccc2c(c1)OCCO2)c1cccc(Br)c1,22%,-13%,·,2%,0.0,9%,4%,-3
O=P(O)(O)c1ccccc1OCCOCCOCCOCCOc1ccccc1P(=O)(O)O,10%,-2%,-7%,0%,0.3,-2%,2%,-2
CC(=O)Nc1ccc(S(=O)(=O)NCC(=O)NC(C)c2ccc(S(N)(=O)=O)cc2)cc1 (stereo unspecified),-1%,-8%,21%,-11%,3.3,2%,0%,0
CCCC(=O)Nc1nc(C)c(-c2csc(Nc3cc(OC)ccc3OC)n2)s1,-14%,-13%,38%,-6%,-3.9,-13%,9%,3
COC(=O)C(CC(C)C)NC(=O)c1ccc([N+](=O)[O-])c(C)c1 (stereo unspecified),11%,5%,2%,5%,-0.7,-3%,-7%,2
CCc1nc2c(OCc3ccc(Cl)cc3)cccn2c1N(C=O)Cc1ccccc1,8%,-4%,27%,-5%,-0.7,8%,2%,-8
Cc1noc(C)c1COC(=O)c1cc(F)c(F)cc1Cl,16%,6%,-4%,-14%,-0.8,-3%,9%,-2
O=C(CCN1C(=O)/C(=C/c2ccccc2F)SC1=S)NC1C=CS(=O)(=O)C1 (stereo unspecified),0%,-6%,10%,-11%,2.7,9%,-24%,-3
COc1ccc(O)c(-c2cc(-c3ccc(F)cc3)n[nH]2)c1,3%,2%,17%,-3%,-0.2,16%,-21%,2
OC1(c2cccc(C(F)(F)F)c2)CCN(c2ccc(-c3ccccc3)nn2)CC1,5%,-5%,14%,1%,-1.5,6%,4%,·
CCCCc1cc(=O)oc2c(C)c(OCC(=O)NCc3ccccn3)ccc12,0%,1%,-11%,3%,-0.8,-11%,-13%,-1
S=c1[nH]ccn1CCc1ccccc1,-6%,-1%,0%,?,0.4,8%,11%,2
CC1=C(C(=O)OCc2ccc3c(c2)OCO3)C(c2ccc(Cl)cc2)NC(=O)N1 (stereo unspecified),-8%,-1%,-14%,-2%,-1.7,-14%,10%,·
Cc1ccc(-c2nc(SCC(=O)c3c(N)n(C4CC4)c(=O)[nH]c3=O)n[nH]2)cc1,-22%,-5%,-19%,-6%,1.4,-4%,?,1
COc1ccc(CC(=O)N2CCN(S(=O)(=O)c3cccs3)CC2)cc1OC,5%,-6%,-11%,5%,-0.9,8%,11%,-1
Cc1ccc(-c2csc(-c3c[nH]c4ccccc34)n2)cc1,0%,-8%,·,-2%,-6.2,10%,-25%,55
CC1CC(C)CN(C(=O)CCCn2c(=S)[nH]c3ccccc3c2=O)C1 (stereo unspecified),6%,6%,39%,-20%,-3.2,-8%,-8%,·
O=S(=O)(/N=C(/Nc1ccccc1)c1ccccc1O)c1ccccc1,4%,-2%,-16%,-23%,0.5,7%,-3%,-3
Cc1ccc(CCC(=O)NCc2ccccc2)o1,22%,-5%,28%,-13%,1.7,-1%,-4%,3
Cc1ccc(NC(=S)N2CCN(c3ncccn3)CC2)c(C)c1,4%,3%,-4%,-4%,0.4,-7%,-12%,4
COc1ccccc1Nc1cc(C)nc(Nc2ccccc2OC)n1,-14%,-21%,12%,6%,-4.7,2%,4%,-1
O=c1[nH]c(=S)[nH]c2c1[C@H](C1CC1)O[C@H](CCc1ccccc1)C2,-12%,-8%,5%,-11%,-1.1,-8%,3%,6
O=C(O)C1C2CCC(O2)C1C(=O)NCCC1=CCCCC1 (stereo unspecified),7%,2%,·,-4%,0.3,-1%,-15%,1
Cc1ccc(N(C)S(=O)(=O)c2csc(C(N)=O)c2)cc1C,-3%,2%,-8%,5%,-1.0,6%,7%,3
SMILES,Abeta rescue,WRN inhibitor,FUS yeast rescue,PLK1 PBD block,IL-2 act,EPAC1 agonist,EPAC1 antagonist,PI5P4Ka inh
CCN(CC)c1ncnc2c1ncn2[C@H]1CN(Cc2cccs2)C[C@@H](CO)O1,-9%,5%,5%,3%,0.3,-8%,7%,-3
Cc1ccc(S(=O)(=O)N(c2nc(NC(C)C)nc(NC(C)C)n2)n2cnnc2)cc1,1%,1%,·,-2%,-3.8,-1%,6%,-5
Cc1ccc(-c2sc(-c3cccnc3)nc2CC(=O)O)cc1,-8%,-5%,7%,-9%,-1.3,3%,-6%,-25
CCCCOC(=O)NCN1C(=O)C2C3C=CC(C3)C2C1=O (stereo unspecified),7%,-1%,8%,-2%,-0.5,0%,-17%,7
OCCN=c1cc(-c2ccccc2)oc2ccc(Cl)cc12,5%,-5%,18%,-7%,-0.4,6%,2%,0
CN1CCCC(C(=O)Nc2cccc(Cl)c2)CC1 (stereo unspecified),4%,-4%,-1%,-5%,-0.2,7%,8%,2
COC(C(=O)Nc1ccnn1C1CCN(Cc2cnn(C(C)C)c2)CC1)c1ccccc1 (stereo unspecified),-3%,6%,-8%,-11%,-2.1,-4%,-15%,-2
O=C(Cn1cnc2c(nnn2Cc2ccc(Cl)cc2)c1=O)NC1CCCC1,-3%,-3%,11%,-1%,2.3,0%,1%,·
COc1ccc(OCc2cn3c(C)cc(C)nc3n2)cc1,-12%,3%,-20%,-3%,0.8,-7%,-15%,2
Cc1cc(C)c(S(=O)(=O)c2cccc(C)c2C)c(=O)[nH]1,-13%,11%,20%,5%,1.4,-8%,-6%,16
COc1cccc(N(CC(=O)NCc2ccco2)C(=O)CCC(=O)Nc2nccs2)c1,-10%,-31%,25%,-9%,-0.2,-1%,-14%,-6
CCS(=O)(=O)c1nc(S(=O)(=O)c2ccc(C)cc2)c(NCCCN(C)C)s1,-12%,-6%,-7%,3%,0.0,-13%,-10%,4
CCCC(=O)Nc1ccc(C(=O)NNC(=O)c2cccc([N+](=O)[O-])c2)cc1,-14%,-5%[57.1 µM],6%,-6%,-1.0,-10%,-3%,5
CC(C)CN(C(=O)COC(=O)c1cccs1)c1c(N)n(Cc2ccccc2)c(=O)[nH]c1=O,-1%,-1%,-8%,3%,2.8,-2%,2%,5
COc1ccc(CCNC(=O)c2ccc(=O)[nH]c2)cc1,-5%,-1%,11%,-17%,1.3,1%,-2%,-2
Cc1ccc(-n2nnnc2SCC(=O)NC2CCS(=O)(=O)C2)c(C)c1 (stereo unspecified),-4%,-3%,4%,-11%,0.3,-2%,-4%,-4
CCC(=O)Nc1cccc(NC(=O)c2cccc([N+](=O)[O-])c2)c1,11%,2%,2%,-9%,-2.3,5%,-4%,·
O=C(Nc1ccc(Oc2ccccc2)cc1)c1ccc(Cn2c(=O)[nH]c3ccsc3c2=O)cc1,-3%,-5%,17%,-12%,-1.3,-2%,5%,-5
O=C(N/C(=C/c1cccs1)C(=O)N1CCOCC1)c1ccco1,3%,2%,-19%,0%,-2.0,14%,5%,-8
COc1ccc(OC)c(-c2cc(C(=O)Nc3c(C)nn(Cc4ccccc4)c3C)no2)c1,14%,-17%,4%,2%,-3.3,11%,-8%,·
CCN1CCC(C(=O)NC(c2ccc(F)cc2)c2ncccc2C)CC1 (stereo unspecified),-1%,-5%,3%,-14%,-0.4,0%,-16%,-3
NC(=O)c1ccc(-n2nc(C(F)(F)F)c3c2CCCC3)cc1,-10%,-21%[57.1 µM],41%,-4%,0.1,-5%,-25%,-1
COc1ccccc1-c1nnc(Nc2nc3c(OC)cccc3s2)o1,7%,-1%,-1%,0%,0.6,7%,0%,-10
C=C1CCN([C@@H](C)C(=O)NCc2ccc(OC)cc2)S(=O)(=O)c2ccccc21,13%,4%,-17%,5%,-0.2,-3%,-23%,-4
COc1ccccc1-c1nnc2n1N=C(C)CS2,-2%,4%,10%,-22%,-0.3,-4%,12%,·
CC1CCN(S(=O)(=O)c2ccc(NC(=O)C3CC(=O)N(c4ccccc4)C3)cc2)CC1 (stereo unspecified),19%,-15%,18%,0%,-0.8,-16%,-18%,3
O=C(Nc1ccc(N2CCOCC2)cc1)Nc1ccc2nc(-c3ccco3)c(-c3ccco3)nc2c1,-8%,-10%,?,?,-5.4,5%,15%,·
COc1ccccc1N(CC(=O)Nc1ccccc1C)S(C)(=O)=O,-8%,-7%,-5%,-10%,-2.0,8%,-8%,·
CCCNC(=O)Cn1c2ccccc2c2nc(=O)cc(C)n21,-2%,3%,-8%,3%,-1.4,7%,1%,-5

# Results in FUS yeast rescue, EPAC1 agonist and EPAC1 antagonist, for two of the compounds above:
compound,FUS yeast rescue,EPAC1 agonist,EPAC1 antagonist
CCC(=O)Nc1cccc(NC(=O)c2cccc([N+](=O)[O-])c2)c1,2%,5%,-4%
Cc1ccc(-c2sc(-c3cccnc3)nc2CC(=O)O)cc1,7%,3%,-6%
